# PAX8 inh HTS = inhibitors of PAX8-driven TPO luciferase reporter, primary screen, RMG-I cells, single concentration; inhibition, % at 12.6 µM; 1.2% of 360,000 active; SteadyGlo, 24 h;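 active means mean replicate inhibition at least 60% with every replicate also reaching 60%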;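 further: luciferase light reporting Pax8 driven TPO promoter activity; plate controls were median of neutral control wells for no effect and mitoxantrone controls for full effect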
# PglD DTNB = C. jejuni PglD acetyltransferase inhibitors, primary screen, biochemical, DTNB colorimetric, single point | UDP-N-acetylbacillosamine N-acetyltransferase PglD (Campylobacter jejuni) | purified PglD enzyme, DTNB colorimetric CoA detection | 0.098% of 360,000 active | AID 602405, 2012 | inhibition, % at 12.5 µM; in the data active means inhibition above about 16%, passing the limit was not always enough; further: strong numbers were not always called active
# GSIS activator = GLuc luminescence reporter in INS-1E cells, primary screen for activators of glucose-dependent secretion of insulin | activation, % at 16.6 µM | AID 743287, 2014 | INS-1E GLuc reporter insulin secretion, 2-3 h | 0.61% of 370,000 active;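 active means lowest replicate activation of at least 40%, so every replicate reaches that level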;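 further: 0% = median of neutral control wells and 100% = median of IBMX positive control wells; some compounds called inactive have numbers as strong as hits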
# Statin myotox sup = suppressors of statin myotoxicity in C2C12 myotubes, primary screen, cell-based, single point, plate reader | C2C12 myotubes + simvastatin, ATP luminescence, 48 h; scaled: DMSO 0, geranylgeraniol control 100 | rescue of ATP level, % at 7.49 µM | 0.78% of 330,000 active | AID 602340, 2012;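 active means mean ATP rescue above about 67%, or every replicate alone reaching that limit, limit read from the data, passing the limit was not always enough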;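 further: myotubes were challenged with 10 µM simvastatin during compound exposure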
# ARNT TACC3 PPI = disruptors of ARNT/TACC3 protein interaction, primary screen, biochemical, AlphaScreen, single concentration | 0.66% of 390,000 active | inhibition, % at 9.99 µM | AlphaScreen His-ARNT PAS-B/GST-TACC3 binding, luminescence; TACC3 fragment carries E629A point mutation;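 active means mean inhibition of replicates at least 50% and at least half of replicates each reaching 50%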;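 further: 0% = complete ARNT plus TACC3 wells and 100% = ARNT alone without TACC3; many hits fall short of the cut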
# PGC1a acetyl inh = inhibitors of PGC1a acetylation signal, primary screen, cell-based, U2OS, AlphaScreen, inhibitor mode; 0.17% of 350,000 active; inhibition, % at 15.6 µM; AlphaScreen anti-acetyl-lysine; with virally co-expressed GCN5 acetyltransferase;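 active means every replicate shows inhibition of at least 40%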;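 further: 0% = neutral control wells and 100% = positive control wells; some results beyond the cut were filed as inactive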
# Cneo AK release = Cryptococcus neoformans cell lysis inducers, primary screen, AK release luminescence, single concentration; C. neoformans lysis, adenylate kinase release luminescence, 4 h; normalised: neutral wells 0, clomiphene wells 100; lysis activity, % at 15 µM; 0.2% of 360,000 active;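 active means mean lysis activity across replicates of at least 80%, whatever share of replicates individually reach that level; inactive means mean lysis activity below 80%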
#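 Test system: log-phase Cryptococcus neoformans yeast cells. Input: 5 × 10^6 yeast cells/mL. Medium: fresh YPD growth medium. Doses: single dose. Incubation: static 4 h at 37 °C with compound, 1 h detection. Measured by: luminescent adenylate kinase detection reagent. Read-out: signal increase indicating cell lysis. Benchmarks: Clomiphene.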
# LGR2 antag = inhibitors of bursicon-induced LGR2 CRE-luciferase signal, primary screen, cell-based, HEK293, CRE-luciferase reporter, bursicon stimulation; Drosophila bursicon receptor LGR2 (rickets); bursicon-stimulated, 4 h; inhibition, % at 9.99 µM; 0.35% of 380,000 active;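 active means drop in luminescence signal, shown as inhibition above about 50% in the replicate tests, limit read from the data, passing the limit was not always enough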;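 further: agonist challenge used bursicon conditioned medium at about half maximal strength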
# An asterisk follows results filed as active; x = not tested or not shown; & = joins results of further samples. Rows are unselected; any-hit rate near 2.9%.
SMILES,PAX8 inh HTS,PglD DTNB,GSIS activator,Statin myotox sup,ARNT TACC3 PPI,PGC1a acetyl inh,Cneo AK release,LGR2 antag
COc1ccc(-c2cc(C)no2)cc1S(=O)(=O)NCCCN1CCCCCC1,-2,2,34,7,-1,-1,0,21
C[C@H](CO)N1C[C@H](C)[C@H](CN(C)CC2CCCCC2)Oc2ccc(NC(=O)CCCN(C)C)cc2C1=O,x,4,8,6,-4,4,-1,20
O=C(NCCN1CCOCC1)c1ccccc1[N+](=O)[O-],x,-1,x,7,2,3,0,x
Cc1noc(C)c1S(=O)(=O)N(C)C[C@H]1OCCCC[C@@H](C)Oc2ccc(NC(=O)NC3CCCCC3)cc2C(=O)N([C@@H](C)CO)C[C@H]1C,12,-2,-17,x,-24,-6,5,-2
Cc1cccc(N2CC(C(=O)Nc3nnc(SCC(=O)N4CCOCC4)s3)CC2=O)c1 (stereo not drawn),-9,0,4,10,x,x,-1,4
Cc1ccc(NCc2ccc(O)c3ncccc23)cc1C,18,8,3,-3,-43,0,-1,x
Cc1c(C)n(CCCN(C)C)c2ncnc(Nc3ccc(F)cc3)c12,-22,7,1,-1,4,5,0,-55
Nc1ccn(Cc2cccc(Cl)c2)n1,-15,x,-2,x,-2,2,x,-20
CCC1=C(OC(=O)N(CC)CC)N2C(=O)OC(=NCC(=O)OC)[C@]2(Cc2ccccc2)[C@H]2C1=CC[C@H]1C(=O)N(CC(=O)OC)C(=O)[C@H]12,23,-1,-15,-14,5,11,0,1
COc1cc(OC)cc(C(=O)NNC(=S)NCc2ccco2)c1,6,-2,18,15,1,-7,1,3
COc1ccccc1S(=O)(=O)N[C@@H]1CC[C@@H](CC(=O)NCc2cccc(F)c2)O[C@@H]1CO,2,-7,-13,-2,2,10,19,18
C=CC[C@@H](Cc1ccc(F)cc1)C(=O)OC[C@H]1CCCN1C(=O)[C@H](CC=C)CC(=O)NCCO,-12,7,x,0,4,x,0,5
COc1ccc(/C=N/NC(=O)CNS(=O)(=O)c2ccccc2)cc1,0,-8,-2,2,-25,0,-1,-32
COC(CNS(=O)(=O)c1ccc(S(=O)(=O)N2CCCC2)cc1)OC,8,x,6,-1,-3,-5,-3,10
CC1CCN(S(=O)(=O)N2CCC(C(=O)NCCc3ccccc3)CC2)CC1,-4,1,-1,-8,-8,-5,0,-10
CCCNC(=O)CSC1=N/C(=C/c2ccc(F)cc2)C(=O)N1CC,18,2,17,x,x,-6,0,-10
O=c1c2ccccc2sn1-c1cccc(Cl)c1,-11,0,-18,-4,x,x,-8,1
CC(=O)Nc1ccc2c(c1)C(=O)N(C)[C@H]1CC[C@H](CC(=O)NC3CCCCC3)O[C@H]1CO2,-7,5,-4,15,x,-7,-8,7
COc1nc(-c2ccccc2)c2cc(Br)ccc2n1,10,x,49,x,-7,-10,x,-25
O=S(=O)(c1cccc2ccccc12)N1CCC2CC1c1cc(-c3ccc(F)cc3)ccc12 (stereo not drawn),-28,-3,-10,-13,3,-25,2,-12
Cc1nnc(Nc2ccc3c(c2)OCO3)c2ccccc12,x,4,x,13,10,-84,-6,x
CC(=O)Oc1ccc2nc(-c3ccc(Br)o3)oc(=O)c2c1,25,0,-3,-9,4,-18,0,14
CC(=O)OC[C@]12CC[C@H]3[C@@](C)(CC[C@H]4C(C)(C)CCC[C@]34C)[C@@H]1CC(C1=CC(=O)OC1O)O2 (stereo partly drawn),x,6,x,-303,x,87*,13,x
Cc1cc(-c2ccn[nH]2)c(C)s1,-2,-3,2,3,35,x,1,23
COc1ccc(NC(=O)C2=CCN(S(=O)(=O)c3ccccc3)CC2)cc1OC,23,x,3,x,7,-7,x,-22
Cc1nn(CC(C)C(=O)N2CCN(S(=O)(=O)c3ccc(Cl)cc3)CC2)c(C)c1C (stereo not drawn),9,1,-3,-4,-4,-6,3,0
CCN(CC)C(=O)c1cccc(NC(=O)c2cc(-c3ccccn3)nc3ccccc23)c1,7,-2,-33,0,-17,5,-1,11
O=C(Nc1c[nH]c(=O)[nH]c1=O)c1ccccc1Cl,0,-2,5,-5,-3,-11,-4,7
O=C(NNC(=O)c1ccc(-c2ccccc2)cc1)c1ccccc1,-23,-6,0,x,0,x,2,-24
Cc1noc(C)c1S(=O)(=O)N(C)C[C@H]1Oc2c(NS(=O)(=O)c3cn(C)cn3)cccc2C(=O)N([C@@H](C)CO)C[C@@H]1C,x,49,15,8,-3,22,-5,0

# Shown as labelled records: 2 of the compounds above
compound: O=S(=O)(c1cccc2ccccc12)N1CCC2CC1c1cc(-c3ccc(F)cc3)ccc12 (stereo not drawn)
  PAX8 inh HTS: -28; PglD DTNB: -3; GSIS activator: -10; Statin myotox sup: -13; ARNT TACC3 PPI: 3; PGC1a acetyl inh: -25; Cneo AK release: 2; LGR2 antag: -12
compound: Cc1nnc(Nc2ccc3c(c2)OCO3)c2ccccc12
  PAX8 inh HTS: x; PglD DTNB: 4; GSIS activator: x; Statin myotox sup: 13; ARNT TACC3 PPI: 10; PGC1a acetyl inh: -84; Cneo AK release: -6; LGR2 antag: x

# Returning to the listing; the 2 compounds before the break are reprinted first.
SMILES,PAX8 inh HTS,PglD DTNB,GSIS activator,Statin myotox sup,ARNT TACC3 PPI,PGC1a acetyl inh,Cneo AK release,LGR2 antag
O=C(NNC(=O)c1ccc(-c2ccccc2)cc1)c1ccccc1,-23,-6,0,x,0,x,2,-24
Cc1noc(C)c1S(=O)(=O)N(C)C[C@H]1Oc2c(NS(=O)(=O)c3cn(C)cn3)cccc2C(=O)N([C@@H](C)CO)C[C@@H]1C,x,49,15,8,-3,22,-5,0
O=C(NCCN1CCOCC1)c1cc(-c2ccccc2)on1,x,3,-2,-10,-2,-6,-1,-16
C[C@@H]1CN([C@H](C)CO)C(=O)c2cc(NC(=O)Nc3ccc(F)cc3)ccc2O[C@H]1CN(C)Cc1ccc(C(=O)O)cc1,x,3,1,4,6,3,49,12
C=CCC1(Cl)C(=O)C(Cl)=C(N2CCN(C)CC2)C1(OC)OC (stereo not drawn),12,2,-7,1,-2,4,7,1
CCn1c(C)c2c([n+]1CC)CC(C)(C)CC2=O,x,2,12,-13,-21,0,4,12
COc1cc(CN2[C@@H]3CNC[C@H]2C3c2ccc(-c3ccccc3C)cc2)cc(OC)c1 (stereo partly drawn),-16&-14,x,10&0,x,x,4&0,x,1&-23
CC(C)=CCCC(C)CN1CCC(N2CCC(C(=O)N3CCOCC3)CC2)CC1 (stereo not drawn),-18,x,-4,-3,-3,-22,x,-8
COCCN(C(=O)c1ccc(OC2CCN(S(=O)(=O)N(C)C)CC2)cc1)C(C)C,5,-5,x,-7,3,x,-1,x
CS(=O)(=O)N1CCN(c2ccccc2NC(=S)NC(=O)c2ccccc2[N+](=O)[O-])CC1,10,x,-23,x,6,-8,x,x
Cc1nc2c(-c3ccccc3)c(C)[nH]n2c(=O)c1Cc1ccccc1,14,x,-4,x,x,-3,x,-20
COc1ccc(NC(=O)CN2CCN(c3ccc(F)cc3)CC2)cc1,9,-1,0,-14,-3,3,-1,6
CCOC(=O)CC1(NC(=O)C2CCC(=O)N(CCc3ccc(OC)cc3)C2)CCCCC1 (stereo not drawn),-9,3,0,8,5,-10,3,1
C[C@H](CO)N1C[C@H](C)[C@@H](CN(C)C(=O)Nc2ccc(C(F)(F)F)cc2)OCCCC[C@H](C)Oc2ccc(NC(=O)Nc3ccc(C(F)(F)F)cc3)cc2C1=O,49,2,34,x,7,2,3,-1
O=C(c1nsc(Cl)c1Cl)N1CCCCC1,x,0,x,10,-14,-11,-3,x
Cc1ccccc1S(=O)(=O)NCC[C@@H]1CC[C@@H](NC(=O)C2CCCC2)[C@@H](CO)O1,-16&4,-1,15&9,-7,x,6,-4,7&8
C[C@@H]1CCCCO[C@H](CN(C)C(=O)Nc2ccc3c(c2)OCO3)[C@@H](C)CN([C@H](C)CO)C(=O)c2cc(NC(=O)C3CCCCC3)ccc2O1,x,-2,-5,x,2,-3,-3,-10
CCOC(=O)C1CCN(C(C(=O)NC2CCCC2)c2ccc(C)cc2)CC1 (stereo not drawn),-4,x,x,10,-2,-4,0,10
N#Cc1c(Cl)cccc1N1CCC(C(N)=O)CC1,5,0,x,x,x,-14,10,x
C[C@@H]1CCCCO[C@H](CN(C)C(=O)Nc2ccc3c(c2)OCO3)[C@H](C)CN([C@H](C)CO)C(=O)c2cc(NS(C)(=O)=O)ccc2O1,x,0,8,x,4,8,2,-19
COc1ccc(N2C(=O)CCC(C(=O)O)C2c2ccccc2OC)cc1 (stereo not drawn),-8,x,11,x,-9,1,x,-3
CCc1ccc(OCCCC(=O)Nc2ccc(N3CCOCC3)cc2)cc1,-6,x,0,-4,-2,-4,x,4
Cc1oc(-c2ccccc2)nc1CC(=O)O,2,-5,x,1,x,1,-2,x
CCCN1[C@H](C(=O)NC2Cc3ccccc3C2)[C@@H](CO)[C@@H]2Cn3c(ccc(C4=CCCCC4)c3=O)[C@@H]21,25,4,-17,3,7,x,3,3

# Exported tab-delimited: entries from further up
smiles	PAX8 inh HTS	PglD DTNB	GSIS activator	Statin myotox sup	ARNT TACC3 PPI	PGC1a acetyl inh	Cneo AK release	LGR2 antag
COc1ccc(NC(=O)C2=CCN(S(=O)(=O)c3ccccc3)CC2)cc1OC	23	x	3	x	7	-7	x	-22
Cc1nn(CC(C)C(=O)N2CCN(S(=O)(=O)c3ccc(Cl)cc3)CC2)c(C)c1C (stereo not drawn)	9	1	-3	-4	-4	-6	3	0
CCN(CC)C(=O)c1cccc(NC(=O)c2cc(-c3ccccn3)nc3ccccc23)c1	7	-2	-33	0	-17	5	-1	11
O=C(Nc1c[nH]c(=O)[nH]c1=O)c1ccccc1Cl	0	-2	5	-5	-3	-11	-4	7
